Screens as filed in PubChem BioAssay.
Growth percent in the NCI-60 one-dose screen (48 h, 10 µM unless noted): 100 = growth as untreated, 0 = no growth, -100 = all killed.
HCT-116: HCT-116 colon cancer; 82,000 compounds, 7.3% hits; AID 1794798
HCT-15: HCT-15 colon cancer. 82,000 compounds, 5.2% hits. AID 1794746
NCI-H322M: NCI-H322M lung cancer; 80,000 compounds, 2.7% hits; AID 1794733
KM12: KM12 colon cancer cells; 82,000 compounds, 5% hits; AID 1794800
HT29: HT29 colon cancer. 81,000 compounds, 7.4% hits. AID 1794748
NCI-H226: NCI-H226 lung cancer; 79,000 compounds, 3.5% hits
SW-620: SW-620 colon cancer; 82,000 compounds, 5.2% hits; AID 1794795
COLO 205: COLO 205 colon cancer. 79,000 compounds, 7.3% hits. AID 1794742
NCI-H460: NCI-H460 lung cancer. 82,000 compounds, 6.8% hits. AID 1794736
* marks the source's active call; other numbers are inactive results; . = no result given; & = joins results of further samples; [ ] = remark or other dose. Rule for the calls: active = growth percent below 10; inactive = the rest.

Start of the listing, in advance:
Every second line gives: HCT-116	HCT-15	NCI-H322M	KM12	HT29	NCI-H226	SW-620	COLO 205	NCI-H460
#1 O=[N+]([O-])c1cnc(Cl)c(Br)c1
→ 106	98	104	102	99	97	106	103	107
#2 COc1cc(Cl)c(C)cc1NC(=O)c1cc2ccccc2cc1O
→ 4.6*	9.4*	9.8*	9.3*	38	13	21	87	6.8*
#3 O=C1c2cccc3c(-c4ccc(-c5nc6c7ccccc7c7ccccc7c6[nH]5)cc4)ccc(c23)C(=O)N1c1ccc(F)cc1
→ 66	58	91	87	85	94	95	88	70
#4 CCOC(=O)c1c(NC(=O)c2ccccc2C(F)(F)F)sc2c1CCC(=O)C2
→ 11	11	113	7.7*	75	61	15	57	33
#5 O=C(O)c1cc(=O)[nH]cn1
→ 103	102	109	105	96	107	103	116	109
#6 CCCCc1ccc(-c2nc3c(c(C)nc4c3nnn4-c3ccc(OC)cc3)c(=O)o2)cc1
→ 96	102	104	112	106	101	103	113	116

The list itself (from the top)
Every second line gives: HCT-116	HCT-15	NCI-H322M	KM12	HT29	NCI-H226	SW-620	COLO 205	NCI-H460
#1 O=[N+]([O-])c1cnc(Cl)c(Br)c1
→ 106	98	104	102	99	97	106	103	107
#2 COc1cc(Cl)c(C)cc1NC(=O)c1cc2ccccc2cc1O
→ 4.6*	9.4*	9.8*	9.3*	38	13	21	87	6.8*
#3 O=C1c2cccc3c(-c4ccc(-c5nc6c7ccccc7c7ccccc7c6[nH]5)cc4)ccc(c23)C(=O)N1c1ccc(F)cc1
→ 66	58	91	87	85	94	95	88	70
#4 CCOC(=O)c1c(NC(=O)c2ccccc2C(F)(F)F)sc2c1CCC(=O)C2
→ 11	11	113	7.7*	75	61	15	57	33
#5 O=C(O)c1cc(=O)[nH]cn1
→ 103	102	109	105	96	107	103	116	109
#6 CCCCc1ccc(-c2nc3c(c(C)nc4c3nnn4-c3ccc(OC)cc3)c(=O)o2)cc1
→ 96	102	104	112	106	101	103	113	116
#7 C=C(C)[C@@H]1CC[C@]2(C)[C@H](C(=O)C=C3[C@@H]4C[C@](C)(C(=O)OC)CC[C@]4(C)CC[C@]32C)[C@@]1(C)CCC#N
→ 47[100 µM]	94[100 µM]	90[100 µM]	80[100 µM]	43[100 µM]	75[100 µM]	86[100 µM]	83[100 µM]	74[100 µM]
#8 COC(=O)c1nc(N)nc(C(=O)OC)c1C(=O)C(C)C
→ 110	105	113	103	106	102	104	103	110
#9 O=C(O)c1ccc(NC(=S)NC(=O)c2ccc(Cl)c(Cl)c2)cc1
→ 100	95	92	98	96	91	96	104	98
#10 COC(=O)c1ccc(NC(=O)CNNc2nc3ccccc3c(=O)n2-c2ccccc2)cc1
→ 94	96	92	100	109	.	97	111	100
#11 C#Cc1ccc(-n2c(/C=C/c3ccc4[nH]ccc4c3)nc3ncccc3c2=O)cc1
→ 102	108	91	.	119	97	105	113	103
#12 CC1CCN(C2=NC(=O)/C(=C\c3ccccc3OCc3ccc([N+](=O)[O-])cc3)S2)CC1
→ 75	70	95	99	85	80	96	108	94
#13 CC(=O)Nc1cccc(-n2c(COc3ccc(Br)cc3)nc3ccccc32)c1
→ 102&101	107&89	104&103	101&103	115&123	107&76	103&98	124&108	107&105
#14 CN1CCC(OC2c3ccccc3CCc3ccccc32)CC1
→ 98	99	93	102	90	.	95	99	106
#15 CCN(c1ccc(C(=O)N2CCN(c3ccc(F)cc3)CC2)cc1)S(C)(=O)=O
→ 106	97	97	103	96	100	106	114	105
#16 COc1cc2c(cc1NC(=O)C(F)(F)F)-c1ccc(NC(=O)C(F)(F)F)cc1C2
→ 97	106	.	97	106	48	98	112	98
#17 CC(=O)Nc1cccc(-n2cnc3cc(-c4ccc(O)cc4)ccc32)c1
→ 21	25	57	21	28	38	19	66	16
#18 Nc1ccc(Nc2ncnc3sc4c(c23)CCN(Cc2ccccc2)C4)cc1
→ 97	100	101	104	101	91	100	115	105
#19 CCOC(=O)C1=C(C)N=C2SC=C(c3ccc(F)cc3)N2[C@H]1c1cn[nH]c1-c1ccccc1
→ 87	106	107	109	97	93	81	94	97
#20 O=C(NC(C[Se][Se]CC(NC(=O)c1ccccc1)C(=O)O)C(=O)O)c1ccccc1 (stereo not drawn)
→ 103	102	92	108	93	113	106	131	109

A few values from the entries so far.
In HCT-15, cpd 18 is listed with 100
In HT29, cpd 13 is listed with 115&123
In NCI-H322M, cpd 19 is listed with 107
In SW-620, cpd 12 is listed with 96
In HCT-15, cpd 11 is listed with 108

Further structures follow.
Every second line gives: HCT-116	HCT-15	NCI-H322M	KM12	HT29	NCI-H226	SW-620	COLO 205	NCI-H460
#21 O=C(CSc1nc2ccccc2[nH]1)Nc1cccc(Cl)c1
→ -55*	109	96	100	112	101	96	108	103
#22 COc1ccc(-c2nc(-c3cn(C)c4ccccc34)cs2)cc1
→ 91	86	107	100	95	110	101	140	123
#23 O=C(c1ccc(O)cc1)C1[C@H](c2ccccc2Br)[C@@H](c2ccccc2)NC12C(=O)Nc1ccc(Cl)cc12 (stereo partly drawn)
→ 18	12	27	-21*	-30*	-7.3*	-0.4*	-77*	10.0*
#24 CCCN1C(=C(C#N)C#N)Sc2c1nc(C)[nH]c2=O
→ 108	93	100	119	113	105	115	101	113
#25 O=C1NC2C=CC=CC2/C1=C1/SC(=S)N(C2CC(=O)N(c3ccc(Br)cc3)C2=O)C1=O (stereo not drawn)
→ 103	59	101	81	98	91	93	104	100
#26 O=c1oc2ccccc2cc1-c1csc(N2N=C(c3ccccc3)CC2c2ccc(N3CCOCC3)cc2)n1 (stereo not drawn)
→ 109	97	120	103	117	95	106	118	107
#27 COc1cc([N+](=O)[O-])ccc1NC(=O)Oc1ccc(NC(C)=O)cc1
→ 103	98	109	106	103	94	102	129	60
#28 C=C1CC[C@@H](C(=O)OC)Cc2nc(C)ccc21
→ 110	102	109	108	104	103	102	117	106
#29 COc1ccc(/C=C2/Sc3c(F)cccc3C2=O)c(OC)c1
→ 104	110	100	106	109	100	105	116	106
#30 Cc1ccc(-c2c(-c3nc4ccccc4s3)c(N)nc3c(N=Nc4ccc(Br)cc4)c(N)nn23)cc1
→ 94	94	96	101	106	80	96	101	100
#31 COC(=O)CC(=O)C(=O)OC
→ 93	103	107	106	106	98	104	114	104
#32 O=C(CCc1nnc(CN2C(=O)C(=O)c3ccccc32)o1)c1nc2ccccc2[nH]1
→ 103	105	104	106	106	90	102	.	105
#33 NS(=O)(=O)c1ccc(CCn2c(-c3c(F)c(F)c(F)c(F)c3F)nc(-c3ccccc3)c2-c2ccccc2)cc1
→ 107	100	101	106	112	105	109	107	113
#34 COc1cc(CNC2CCCCC2)ccc1O
→ 108	103	101	104	106	107	107	102	108
#35 Cc1cccc([N+](=O)[O-])c1C
→ 105	119	128	112	101	104	100	111	109
#36 Cn1cc(-c2nn3cc(-c4ccc([N+](=O)[O-])cc4)nc3s2)c2cc(Br)ccc21
→ 66	86	82	86	77	70	68	79	73
#37 N#CC(=C(c1ccccc1)c1ccccc1)c1ccccc1
→ 86	75	128	93	91	97	101	101	104
#38 c1cc2n(c1)CCc1cnc(NC3CCCCC3)nc1-2
→ 102	102	114	111	115	92	107	114	108
#39 CC(=O)Nc1cc(=O)c2cccnc2[nH]1
→ 112	110	136	105	108	111	108	112	122
#40 CCOc1cc(/C=N/N=C2c3ccccc3-c3ccccc32)ccc1O
→ 104	62	.	72	103	70	103	98	103
#41 CC(=O)Nc1nc(C)c(C(=O)N/N=C/c2ccc(Cl)cc2)s1
→ 100	101	105	97	101	94	95	108	100
#42 CCCCC1COc2cccc3c2N1C=C/C3=C\C(=O)N(C)c1cccc2ccccc12 (stereo not drawn)
→ 86	102	103	98	107	100	102	100	101
#43 N#Cc1c(N=Cc2ccc(F)cc2)n[nH]c1Nc1ccccc1
→ 107	104	107	104	122	117	100	113	111
#44 Cc1nc(-c2cccs2)ccc1NC(=O)Nc1ccc2c(c1)OCO2
→ 102	91	107	99	92	101	109	120	109
#45 CCNC(=O)c1[nH]cc(-c2ccc(OC)cc2)c1-c1cc(OC)c(OC)c(OC)c1
→ 15	36	52	22	15	83	31	32	14
#46 CC12C=CC(=O)C=C1CCC1C2C(O)CC2(C)C1CCC2(O)C(=O)CSc1ncnc2nc[nH]c12 (stereo not drawn)
→ 98	101	96	125	115	87	106	111	112
#47 COc1cc(C2C3=C(CC(C)(C)CC3=O)N(c3sc4c(c3C#N)CCCC4)c3nc(N)c(C#N)c(N)c32)cc(OC)c1OC (stereo not drawn)
→ 54	55	84	58	47	65	77	58	59
#48 COc1cc(OC)cc(-c2ccc(-c3ccc(C(=N)N)cn3)s2)c1
→ -13*	42	89	41	37	70	5.1*	49	4.7*
#49 CC(=O)c1ccc(NC(=O)N(CCCl)N=O)cc1
→ 107	97	99	108	98	99	95	120	104
#50 COc1ccc(NC2=C(I)C(=O)C(C)=C(C)C2=O)cc1
→ -3.0*	64	95	19	101	78	62	123	98
#51 Cc1ccc(N=Nc2c(C)nn(-c3nc(-c4cc5ccccc5oc4=O)cs3)c2C)cc1
→ 95	98	96	103	102	98	104	110	111
#52 Nc1nc(-c2cccc(F)c2)c2cc[nH]c(=O)c2n1
→ 103	94	136	100	89	108	115	103	110
#53 CC(=O)c1nc2ccccc2n1CCn1cncn1
→ 101	104	110	105	.	102	107	104	113
#54 OCCN(Cc1cccnc1)Cc1ccccn1
→ 101	81	81	99	104	96	100	101	103
#55 COc1ccc(C2=C(Nc3ccc(C(=O)Nc4ccccc4)cc3)C(=O)NC2=O)cc1
→ 88	88	92	92	72	88	105	91	106
#56 O=c1c2cc(F)ccc2sc2c(NCCCNCCO)nc3ccc(F)cc3c12
→ -73*	48	79	25	-0.7*	85	-40*	23	-33*
#57 C[C@@H]1CN2SN1C[C@@H]2C
→ 110	105	112	105	106	107	99	.	108
#58 O=C(Nc1ccc(Cl)cc1)C(=S)N1CCOCC1
→ 104	99	103	110	101	99	108	112	113
#59 CCN(CC)CCCNc1nccc2c(OC)cccc12
→ 99	102	105	98	101	92	96	99	102
#60 COc1ccc(-c2nc(SCCCCC(=O)NO)[nH]c(=O)c2C#N)cc1OC
→ 107	110	106	89	107	116	113	114	107
#61 CC(NC(=O)c1ccccc1)C(=O)Nc1ccccc1 (stereo not drawn)
→ 97	115	127	108	103	104	108	106	118
#62 O=C(Nc1ccccc1CO)c1ccccc1
→ 101	103	105	101	105	103	102	108	110
#63 COc1ccc(/C=C2\N=C(Nc3ccccc3)N(/N=C/C(O)C(O)C(O)C(O)CO)C2=O)cc1 (stereo not drawn)
→ 76	100	105	96	109	93	56	105	106
#64 COc1ccc(N2C(=O)CC(Sc3ccccc3N)C2=O)cc1 (stereo not drawn)
→ 101	96	102	93	.	89	96	105	101
#65 Cc1cc(=O)oc2ccc(C(C)(C)C)cc12
→ 93	101	96	105	96	.	.	113	.
#66 Cc1cc(O)cc(-c2nn(C)cc2-c2cc(NC[C@@H](C)O)nc(-c3cccnc3)n2)c1
→ 86	98	91	93	101	97	104	105	98
#67 CSc1nc(SC)nc(SC)n1
→ 110	112	124	110	113	103	108	120	109
#68 CNC(=O)c1c(NC(=O)c2ccc(C(C)C)cc2)sc2c1CCC(=O)C2
→ -31*	-41*	18	-18*	3.5*	-24*	-36*	-70*	7.3*
#69 CCN(CC)c1ccc(/C=N/NC(=O)C[N+](C)(C)C)cc1
→ 102	101	115	102	103	99	101	111	110
#70 Cc1ccc(C(=O)c2ccc3nc(-c4ccc(Cl)cc4)n(C)c3c2)cc1
→ 99	96	92	98	106	74	103	99	103
#71 N#Cc1c(-c2ccccc2)nc(N=Nc2c(O)[nH]c3ccc(Br)cc23)[nH]c1=O
→ 100	104	105	102	106	106	93	115	104
#72 CCCCN(CCCC)CCC(=O)c1cc(-c2ccccc2)oc1-c1ccccc1
→ 104	103	106	101	101	98	106	100	106
